Screening results (PubChem BioAssay)
CHRM5 antagonist: blocks acetylcholine activation of human M5 receptor. inhibition, % at 3 µM. AID 624040. 360,000 tested, 0.59% active. CHO-hM5 cells, Fluo-8 calcium fluorescence, ACh EC80;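 active = inhibition above a per-plate cutoff, the mean of that plate's test compounds plus 3 SD, cut at about 27% in these data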;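 also: 0% = acetylcholine EC80 with DMSO and 100% = DMSO without agonist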
M1 antag: blocks human M1 muscarinic receptor | P11229 | CHO-K1 hM1, Fluo-8 calcium fluorescence, ACh EC80 antagonist | inhibition, % at 3 µM | 360,000 tested, 1.3% active;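 active = percent inhibition above its own plate's cutoff, namely the mean of that plate's compound wells plus 3 SD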;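 also: peak over basal fluorescence ratio during 140 s after agonist addition; 0% = ACh EC80 plus DMSO and 100% = DMSO alone without agonist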
Target sequence (P11229 whole entry, looked up): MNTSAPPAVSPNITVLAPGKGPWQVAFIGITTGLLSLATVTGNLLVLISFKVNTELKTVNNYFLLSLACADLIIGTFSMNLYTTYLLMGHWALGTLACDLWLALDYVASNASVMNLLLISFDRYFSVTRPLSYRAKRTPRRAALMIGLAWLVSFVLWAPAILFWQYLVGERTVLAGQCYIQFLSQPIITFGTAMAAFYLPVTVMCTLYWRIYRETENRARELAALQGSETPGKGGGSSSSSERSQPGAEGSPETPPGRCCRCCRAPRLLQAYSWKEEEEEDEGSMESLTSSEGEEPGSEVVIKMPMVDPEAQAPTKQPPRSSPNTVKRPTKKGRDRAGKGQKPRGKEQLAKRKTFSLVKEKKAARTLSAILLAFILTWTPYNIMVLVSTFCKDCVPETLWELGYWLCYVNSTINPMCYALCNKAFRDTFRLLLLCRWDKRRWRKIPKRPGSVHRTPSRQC
CHRM4 agonist: CHRM4 agonism in calcium assay. activation, % at 3 µM. CHO-K1 hM4/Gqi5, Fluo-8 calcium fluorescence; vehicle 0%, full acetylcholine response 100%. 360,000 tested, 0.14% active. AID 624127;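 active = activation above the run mean over all test wells plus 3 SD, cut at about 32% in these data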;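 also: peak over basal fluorescence ratio per well then scaled between controls; 0% = DMSO wells and 100% = acetylcholine at EC100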
Target sequence (P08173 whole entry, looked up): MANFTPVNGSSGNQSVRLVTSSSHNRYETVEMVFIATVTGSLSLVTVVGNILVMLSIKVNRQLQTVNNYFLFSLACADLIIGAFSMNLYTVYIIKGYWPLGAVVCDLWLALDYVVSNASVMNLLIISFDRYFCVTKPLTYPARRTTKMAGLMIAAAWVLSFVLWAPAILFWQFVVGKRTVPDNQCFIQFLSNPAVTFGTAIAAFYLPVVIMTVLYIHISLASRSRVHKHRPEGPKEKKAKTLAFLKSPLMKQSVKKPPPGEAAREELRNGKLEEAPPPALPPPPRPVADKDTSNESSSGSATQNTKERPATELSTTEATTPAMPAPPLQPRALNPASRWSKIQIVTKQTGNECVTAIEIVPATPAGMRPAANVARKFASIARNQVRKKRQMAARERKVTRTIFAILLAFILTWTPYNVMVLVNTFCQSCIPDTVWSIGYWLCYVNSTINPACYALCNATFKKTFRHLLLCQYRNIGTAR
CHRM1 PAM: positive allosteric modulators of human M1 muscarinic receptor; AID 588819; P11229; CHO-K1 hM1, Fluo-8 calcium fluorescence, ACh EC20; 0% = ACh EC20, 100% = maximal ACh; 360,000 tested, 0.088% active; activation, % at 3 µM; in the data active = activation above about 19%, passing the limit was not always enough
M4 PAM: potentiates acetylcholine response at human M4 receptor | CHO-K1 hM4/Gqi5, Fluo-8 calcium fluorescence, ACh EC20; 0% = ACh EC20, 100% = maximal ACh | activation, % at 3 µM | 360,000 tested, 0.4% active | AID 624126;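 active = activation above its plate's cutoff, the mean activation of sample wells plus 3 SD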; also: some results filed as inactive read as strong as hits
CHRM4 antagonist: antagonists of human muscarinic M4 receptor (CHRM4) | CHO-hM4 cells, ACh EC80, Fluo-8 calcium fluorescence | AID 624125 | inhibition, % at 3 µM | 360,000 tested, 0.73% active | P08173;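 active = inhibition above its plate's cutoff, the mean inhibition of sample wells plus 3 SD, cut at about 27% in these data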;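 also: 0% = acetylcholine EC80 with DMSO and 100% = DMSO without agonist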
CRFBP-R2 agonist: agonists of human CRF-binding protein/CRF-R2 receptor complex; HEK293 CRF-R2/CRF-BP, calcium dye fluorescence (FLIPR); percent of saturating CRF peptide response; activation, % at 13.2 µM; 350,000 tested, 0.46% active;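 active = activation of at least 50%, plus an integration ratio under a set limit after plate pattern correction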;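 also: plate controls were neutral control wells without compound for no effect and CRF at EC100 for full effect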
M5 PAM: potentiates acetylcholine response at human M5 receptor. CHO-K1 hM5, Fluo-8 calcium, ACh EC20 PAM; 0% = ACh EC20, 100% = ACh EC100. AID 624038. 360,000 tested, 0.3% active. activation, % at 3 µM. P08912;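 active = activation above the run cutoff, the mean activation of all test compounds plus 3 SD, cut at about 18% in these data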
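Measured by: Fluo-8 calcium fluorescence; material: human M5 receptor in CHO-K1 cells; schedule: Post-acetylcholine fluorescence recording 140 s; benchmarks: low control EC20 acetylcholine (0%), high control EC100 acetylcholine (100%); read-out: Max/basal fluorescence ratio as % of EC20–EC100 ACh window; compound: single dose, 3 µM nominal final test concentration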
M5 ag: agonists of human muscarinic M5 receptor (CHRM5); activation, % at 3 µM; P08912; 360,000 tested, 0.19% active; CHO-K1 hM5 cells, Fluo-8 calcium fluorescence; 0% DMSO wells, 100% maximal acetylcholine response;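 active = activation above the run's mean over test compounds plus 3 SD, cut at about 23% in these data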;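 also: signal is peak over basal fluorescence ratio across the kinetic read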
* hit, by the source's call; nt = no result given.

SMILES	CHRM5 antagonist	M1 antag	CHRM4 agonist	CHRM1 PAM	M4 PAM	CHRM4 antagonist	CRFBP-R2 agonist	M5 PAM	M5 ag
Cc1nnc(SC(C)C(=O)NCC2CCCO2)s1 (stereo unspecified)	10	-2	1	4	6	-1	-0.3	0	4
CC(=O)OC(C(=O)NC1CCCCC1)c1cccc(C)c1 (stereo unspecified)	-2	-16	0	8	0	6	3.0	2	-3
CCOc1ccccc1OCCCC(=O)NNC(=O)c1ccc(F)cc1	15	-9	1	17	8	-3	-0.8	2	-2
Cc1cccc(C(=O)NNS(=O)(=O)c2ccc(F)cc2)c1	-4	-20	2	13	5	2	1.1	2	3
CC1=Nc2nc(N3CCCCCC3)c(C#N)c3c4c(nc(c23)N1)N(c1ccc2ccccc2c1)C(=O)C4	6	-5	0	3	-5	-9	0.9	-2	1
Cc1cc(C)c2nc3c(c(C(=O)O)c2c1)CCC3	5	-5	0	5	-2	0	-1.3	-3	2
O=C(CSc1nnc(-c2ccccc2Br)o1)N1CCOCC1	-7	-15	2	15	11	-11	-1.1	-1	-3
CC12CCC(=O)N1C(C(=O)N1CCN(c3ccccc3)CC1)CS2 (stereo unspecified)	-1	8	2	-1	-6	1	-0.5	-4	0
Cc1ccc(NC(=O)C2(C)CCN2C(=O)Cc2ccccc2Cl)cc1C (stereo unspecified)	5	-4	0	2	2	-22	nt	-1	-2
Cc1cccc(N2C(=O)CC(Sc3nc(-c4ccccc4)c4cc(Cl)ccc4n3)C2=O)c1 (stereo unspecified)	-7	-28	0	1	4	-1	1.4	-1	0
CC(C)(C)SCCNS(=O)(=O)c1ccc2ccccc2c1	-7	-2	3	1	-4	-3	0.3	-3	1
N#Cc1c2c(c(=S)n(-c3ccccc3)c1N)CCCC2	1	-7	2	3	1	-7	7.8	-2	-1
Cc1ccc(C)c(N2CCN(C(=O)CN3C(=S)NC(C)(C)CC3C)CC2)c1 (stereo unspecified)	9	16	3	-2	2	-4	-1.2	4	-1
CCOc1ccc(-n2c(SCC(=O)O)nc3sc4c(c3c2=O)CCCC4)cc1	10	-10	0	13	1	4	-0.9	-1	-3
CC12CN3CCN(CC(C3)/C1=N\NC(=O)Nc1cccc(Cl)c1)C2	0	-3	2	5	15	3	-0.2	2	2
Cc1cccc(NC(=O)c2ccc3c(c2)C(=O)N(c2ccccn2)C3=O)c1C	14	-19	0	17	12	6	-0.4	0	-5
COc1ccc(C(=O)NC(=S)N2CCOCC2)cc1Br	3	-8	2	4	9	-10	0.1	-5	-4
CC1(C)CC(=O)C(C(=O)Cc2ccccc2[N+](=O)[O-])C(=O)C1	-2	8	0	0	7	1	0.5	2	0
CC(C)C(NC(=O)c1ccccc1F)C(=O)Nc1nccs1 (stereo unspecified)	-5	2	2	-3	3	-7	0.6	4	1
CC(=O)Nc1nc(C)c(Oc2ccccc2)c(=O)[nH]1	-4	-8	1	6	21	23	0.8	2	1
Cc1cc(CNC(=O)Cc2c(F)cccc2Cl)nn1C	1	-4	0	3	12	-6	-1.1	-2	-2
CCOC(=O)CN1CCC(c2ccccc2)CC1	-7	7	1	-1	-2	-4	0.6	3	0
Cc1ccc(/C=N/NC(=O)C2(C)CC2(Br)Br)cc1 (stereo unspecified)	5	1	0	-7	3	-3	-0.1	-2	1
O=C1c2ccccc2[C@@H]2C[C@@H](O)[C@H](Nc3ccccc3-c3ccccc3)CCN12	-11	-4	5	-1	-7	-2	-2.9	0	4
COc1cccc(NS(=O)(=O)c2c(C)cc(C)cc2C)c1	-1	-2	1	0	9	-2	0.2	-3	-3
COc1ccc(NC(=O)CN(C)CC(=O)Nc2ccc(Cl)c(S(=O)(=O)N(C)C)c2)cc1	0	-6	4	6	-3	-4	-1.2	2	-1
Cc1ccc(C(=O)Nc2ccccc2N2CCCCC2)o1	-1	3	-2	-1	6	-7	0.0	2	-5
CCOc1ccc2nc(NC(=O)CS(=O)(=O)c3ccccc3)sc2c1	5	1	5	4	-5	13	1.7	-18	-2
O=C(CCCCCn1c(=O)[nH]c2ccsc2c1=O)NCc1ccc2c(c1)OCO2	-3	-2	8	4	-10	-16	-0.6	-6	-1
COc1ccc(NC(=O)CSc2nnc(CNC(=O)c3ccco3)n2-c2ccccc2OC)cc1	-16	-13	3	4	11	-11	0.4	17	-2
O=C(COc1ccccc1Br)NC(=O)NC1CCCC1	0	11	-2	-16	3	1	1.0	0	-6
O=C(Nc1nnc(Cc2ccccc2)s1)c1cccs1	2	-10	0	7	-3	6	-1.1	-3	-1
Cc1cc(C)nc(NS(=O)(=O)c2ccc(N/C=C/C(=O)c3ccc(Cl)c(Cl)c3)cc2)n1	-1	-6	1	3	1	-3	-1.8	3	-1
CCc1ccc(OCC(=O)N/N=C/c2ccc(OS(=O)(=O)c3ccc(C)cc3)c(OC)c2)cc1	0	-5	0	13	-3	-1	1.3	4	-4
Cc1cc(NCCCn2ccnc2)n2ncc(-c3ccccc3)c2n1	6	-4	2	4	-3	6	-1.4	0	-5
COC(=O)CNC(=O)c1c(-c2c(Cl)cccc2Cl)noc1C	5	-9	1	4	5	0	-0.7	-1	-1
Cc1[nH]c2ccccc2c1C(=O)CSc1nc2cc(S(=O)(=O)N3CCCCC3)ccc2o1	9	1	2	11	5	-4	7.6	-1	5
Cc1ccc2scc(CN3CCCC3)c2c1	7	8	1	-5	-5	6	0.2	0	-19
Cc1ccc(C(c2nnnn2CS(=O)(=O)c2ccc(C)cc2)N2CCC(C(N)=O)CC2)cc1 (stereo unspecified)	-10	-1	2	1	-4	-8	2.1	1	-4
Cc1ccc(NC(=O)NNC(=O)COc2ccc([N+](=O)[O-])cc2)cc1C	-13	7	1	-4	0	-4	2.4	1	-3
CS(=O)(=O)N1CCN=C1SCc1cccc(F)c1	-9	2	1	5	4	9	0.2	7	-2
CC(C)Cn1c(=O)c(CCC(=O)Nc2ccc(N3CCOCC3)cc2)nc2cc(Cl)ccc21	4	-2	1	5	-10	-7	0.4	-1	-5
Cc1cc2cc(NC(=O)c3ccco3)ccc2[nH]1	1	0	0	3	1	8	-0.6	-3	-2
CC(NC(=O)c1ccc(C(F)(F)F)cc1)C(c1ccccc1)N1CCOCC1 (stereo unspecified)	4	-6	-1	11	0	1	-0.2	5	-8
O=C(Nc1c(-c2ccccc2)nc2ccccn12)c1ccccc1F	5	-15	6	8	-6	-2	0.0	-1	1
Cc1ccc(NC(=O)C(C)NS(=O)(=O)c2ccc(F)cc2)cc1C (stereo unspecified)	-2	-9	1	0	-6	-4	-0.1	-2	-1
CCN(CCO)c1ncnc2onc(-c3ccc(F)cc3)c12	12	-3	0	3	-2	12	2.4	-5	-1
Cc1nnc(SCC(=O)N(C2CCCCC2)C2CCS(=O)(=O)C2)n1N (stereo unspecified)	1	-11	1	20	2	-11	0.2	2	-3
CCCCNC(=O)N(O)C1N(CCCC)C(=O)N(CC(=O)OC)C1(C)C (stereo unspecified)	1	13	2	-9	5	6	-0.4	0	1
Cc1nc2ccccn2c(=O)c1NC(=O)c1cccc2ccccc12	3	0	9	2	-6	-6	-0.1	-5	3

(further entries)
SMILES	CHRM5 antagonist	M1 antag	CHRM4 agonist	CHRM1 PAM	M4 PAM	CHRM4 antagonist	CRFBP-R2 agonist	M5 PAM	M5 ag
O=C(c1ccc(F)cc1)N1CCCC(N2CCN(Cc3ccc4c(c3)OCO4)CC2)C1 (stereo unspecified)	-23	-21	0	12	3	-7	1.3	12	-7
CC(C)(C)C1CCC(C(=O)OCC(=O)N2CCOCC2)CC1 (stereo unspecified)	1	1	1	0	-8	6	0.5	0	2
CN(CC(=O)Nc1ccccc1Br)C(=O)c1ccccc1Sc1ccccc1C#N	15	7	8	-6	-9	6	-1.2	-11	-1
CCN(CC(=O)Nc1c(F)cccc1F)C(=O)C1CC(=O)N(CCc2ccc(OC)c(OC)c2)C1 (stereo unspecified)	1	3	1	2	-2	0	-1.2	6	1
COc1ccc(C(=O)NCCc2cn3ccccc3n2)cc1	5	-1	0	5	-6	-2	-1.6	8	1
Cn1c(=O)c2c(ncn2CC(N)=O)n(C)c1=O	1	5	1	0	-2	4	1.8	-5	0
COc1ccc(NC(=O)COC(=O)CCC2CCCC2)c(OC)c1	10	-12	0	15	2	8	0.0	10	-2
O=C(Nc1ccc(-c2nnc3n2CCCCC3)cc1)c1cnccn1	2	-33	0	7	2	0	2.3	1	-2
OC(Cc1ccccc1)c1ncc(-c2ccc3ccccc3c2)[nH]1 (stereo unspecified)	0	-6	6	1	8	-7	nt	0	0
COc1ccc(/C=C/C(=O)Nc2cc(S(=O)(=O)N3CCOCC3)ccc2OC)cc1	-4	-6	1	1	-2	-1	-3.3	5	5
NC(=S)NN=C1CCCCCCCC1	-8	-20	1	11	8	-11	3.7	13	4
O=C(NCc1ccco1)/C(=C/c1ccco1)NC(=O)c1ccco1	14	4	6	-8	-4	-1	0.6	-8	0
COc1ccc(NC(=O)CN2C(=O)c3cccc4cccc2c34)cc1OC	-2	1	1	1	-2	6	-0.2	-13	-2
O=C(Cn1cnc2c(nnn2-c2ccccc2)c1=O)N1CCC(Cc2ccccc2)CC1	-2	-12	1	6	3	-19	-0.1	0	0
O=C(COC(=O)c1cc(S(=O)(=O)N2CCCC2)ccc1O)Nc1ccc(F)cc1F	3	-9	2	4	-2	9	0.7	1	4
COc1ccccc1CNC(=O)C1CC2Cn3c(nc4cc5ccccc5cc43)C2N1C (stereo unspecified)	2	-4	3	2	1	6	-2.3	2	0
CCNC(=O)N(C)c1c(CC)nc2ccc(C(=O)N3CCN(S(=O)(=O)CC)CC3)cn12	14	3	2	0	4	3	nt	-2	-3
CCC1CCCCN1C(=S)NCc1ccccc1 (stereo unspecified)	6	-10	0	4	2	-2	-0.2	0	-3
O=C(Nc1nc2ccc(F)cc2s1)c1cccs1	6	-11	4	10	12	-9	-0.4	-2	5
COc1ccccc1OCC(=O)n1cc(C(=O)c2cc(Cl)cc(Cl)c2O)cn1	-5	-3	0	10	8	0	2.5	4	-2
CCCCn1c(-c2nn(C)c(C)c2Cl)n[nH]c1=S	-4	5	0	0	6	8	-5.5	-2	-3
COc1ccc(C(=O)CSc2ccc(-c3ccc(C)cc3)nn2)cc1	-4	2	0	-7	-9	-4	6.6	-12	-5
C/C(=N/NS(=O)(=O)c1ccc(C)cc1)c1c[nH]c2ccccc12	13	6	-1	-1	3	-6	-0.2	1	-4
